HEK293 tox: cytotoxic compounds in HEK 293 cells. Potency, µM (doses to about 115 µM), inactives show at the highest dose activity change, negative = cytotoxicity, hits mostly inhibitors. AID 1345083. 94,000 tested, 6.6% active. HEK 293 viability, ATP luminescence (CellTiter-Glo), 48-72 h; note: potency is the fitted concentration of half-maximal effect; nearly all actives have a fitted effect of over 60% in size
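Cytotoxicity was scored by loss of ATP-coupled luminescence (CellTiter-Glo) in HEK 293 cells. Compound treatment ran 48 or 72 hr at 37 degree Celsius, 5% CO2, 95% humidity.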
SNCA viab count: counter-screen for SNCA expression inhibitors: cell viability; HEK-293-SNCA-luc viability, GF-AFC fluorescence, 24 h; Potency, µM (top dose mostly 57.1 µM), for inactives: at the highest dose activity change, negative = cytotoxicity, hits mostly cytotoxic; 150,000 tested, 0.12% active;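 note: potency is the fitted concentration of half-maximal effect; 0% = DMSO-treated cells and -100% = medium-only wells without cells; nearly all actives have a fitted effect of over 30% in size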
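HEK-293-SNCA-luc cells (1500/well) plated 24 h, then exposed 24 h to a dilution series; GF-AFC added 30 min at 37C, fluorescence 405/540 nm; normalised to medium-only and DMSO wells, Hill fit.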
FLuc inh: blocks purified firefly luciferase enzyme activity; purified P. pyralis luciferase, luminescence, biochemical; Potency, µM (series often up to 115 µM), inactives show at the top dose activity change, negative = inhibition, usual class: inhibitors; 76,000 tested, 2.5% active; AID 1347043; note: potency is the fitted concentration of half-maximal effect; nearly all actives have a fitted effect of over 65% in size
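Biochemical qHTS: compound (6-point titration) added to 10uM D-luciferin plus 10uM ATP in Tris acetate pH 7.5 buffer with Mg, Tween-20 and BSA, then purified enzyme at 10nM; light output imaged.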
SNCA expr inh: reduces expression of the alpha-synuclein gene | HEK-293 SNCA-luciferase knock-in, luminescence, 24 h | Potency, µM (series often up to 57.2 µM), for the others: at the highest dose activity change, negative = inhibition, actives largely listed as inhibitors | 140,000 tested, 0.17% active | AID 1671194;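 note: potency is the fitted concentration of half-maximal effect; plate controls were DMSO cells for no effect and cell-free wells for full effect; nearly all actives have a fitted effect of over 45% in size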
GPT2 inh: blocks human glutamate pyruvate transaminase 2. Q8TD30. Recombinant GPT2, coupled pyruvate oxidase/HRP Amplex Red fluorescence. Potency, µM (highest dose often 57.7 µM), inactives show top-dose activity change, negative = inhibition, actives largely listed as inhibitors. 100,000 tested, 0.25% active. AID 1671188; note: potency is the fitted concentration of half-maximal effect; nearly all actives have a fitted effect of over 60% in size; many of its hits are not listed in these tables
Target sequence (Q8TD30 whole entry, looked up): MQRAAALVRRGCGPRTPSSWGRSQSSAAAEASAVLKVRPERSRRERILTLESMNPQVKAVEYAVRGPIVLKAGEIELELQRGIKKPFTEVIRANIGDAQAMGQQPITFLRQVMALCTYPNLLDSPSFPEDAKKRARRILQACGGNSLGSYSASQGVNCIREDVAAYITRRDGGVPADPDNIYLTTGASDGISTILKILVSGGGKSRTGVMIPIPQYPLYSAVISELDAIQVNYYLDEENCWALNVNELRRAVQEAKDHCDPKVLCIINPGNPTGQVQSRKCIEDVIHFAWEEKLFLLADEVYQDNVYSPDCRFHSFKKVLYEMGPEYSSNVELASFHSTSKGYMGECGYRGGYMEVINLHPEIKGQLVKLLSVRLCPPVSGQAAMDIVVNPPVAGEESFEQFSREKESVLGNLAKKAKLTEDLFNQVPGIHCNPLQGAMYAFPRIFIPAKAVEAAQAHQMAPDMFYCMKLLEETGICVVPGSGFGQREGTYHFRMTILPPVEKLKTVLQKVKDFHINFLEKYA
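Fluorescence of coupled pyruvate oxidase/HRP/Amplex Red system (50uM Amplex, 30 min, dark) reports pyruvate formed by GPT2. Enzyme reaction: 10ng/uL GPT2, 2mM L-alanine, 250uM a-KG, 30 min room temperature, pH 7.5; 50uM AOA control.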
NIH3T3 tox: cytotoxic compounds in NIH 3T3 cells. NIH 3T3 viability, CellTiter-Glo ATP luminescence, 48-72 h. Potency, µM (top dose mostly 96.7 µM), without a hit: at the top dose activity change, negative = cytotoxicity, usual class: inhibitors. 94,000 tested, 4.3% active. AID 1345082; note: potency is the fitted concentration of half-maximal effect; nearly all actives have a fitted effect of over 55% in size
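ATP-dependent luminescence (CellTiter-Glo) served as the viability signal for NIH 3T3 cells treated with compound for 48 or 72 hr at 37 °C.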
IP6K1 inh: IP6K1 kinase inhibition. Q92551. activity change, % (series mostly up to about 58 µM). 140,000 tested, 0.81% active. IP6K1 kinase, ADP-Glo luminescence, 2 h; active compounds read low; in the data active = activity change below about -25%
Target sequence (Q92551 whole entry, looked up): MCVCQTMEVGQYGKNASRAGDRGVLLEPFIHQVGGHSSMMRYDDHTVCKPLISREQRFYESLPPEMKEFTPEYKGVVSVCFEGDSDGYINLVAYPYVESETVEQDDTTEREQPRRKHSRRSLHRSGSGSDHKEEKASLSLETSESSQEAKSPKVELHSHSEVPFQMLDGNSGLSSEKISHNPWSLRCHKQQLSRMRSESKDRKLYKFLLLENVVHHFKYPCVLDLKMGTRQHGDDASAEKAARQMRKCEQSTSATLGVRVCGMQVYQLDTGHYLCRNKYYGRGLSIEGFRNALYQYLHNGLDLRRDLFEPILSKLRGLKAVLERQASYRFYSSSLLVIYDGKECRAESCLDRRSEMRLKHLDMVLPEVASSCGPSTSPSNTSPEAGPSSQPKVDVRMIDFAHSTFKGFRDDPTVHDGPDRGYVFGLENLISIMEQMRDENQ
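ADP-Glo luminescence measures ADP made by human IP6K1 during a 2 h RT reaction with ATP/IP6 (mix at 1.3 mM/130 uM); top library doses 57.5 and 19.1 uM final.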
Starred values were filed as active, the others as inactive; i = inactive; ? = inconclusive; . = not tested or not shown; & = joins results of further samples; [ ] = dose if it differs, or a comment. Unless noted, calls come from the whole dose curve; as a rule, active = well fitted curve in the direction sought with a large enough effect; inconclusive = small, poorly fitted or top-dose-only effect, or another doubt; inactive = no such curve, though single readings can be large; an effect the other way counts as inactive or inconclusive. Unless noted, % is set by controls: 0 for no effect and ±100 for the full control effect.

Order of results: HEK293 tox | SNCA viab count | FLuc inh | SNCA expr inh | GPT2 inh | NIH3T3 tox | IP6K1 inh
- COc1ccc(CNC(=O)CCc2c(C)nc3c(c2C)c(=O)n(C)c(=O)n3C)cc1
  . | 2% | . | -6% | . | . | 11
- Fc1ccc(-c2noc3ncnc(NCC4CCN(Cc5ccc(Cl)cc5)CC4)c23)cc1
  . | -20% | . | -13% | . | . | 14
- CCC(=O)N1CCCCCCNC(=O)[C@@H]2C[C@@H](C(=O)N3CCN(c4ccccn4)CC3)C[C@@H]21
  1% | -2% | 0% | -7% | i | ? | 12
- CN1CCC(NC(=O)C2(C)CCc3cnc(Nc4ccccc4)nc32)CC1 (centres undefined)
  ? | -14%[87.6 µM] | 2%[172 µM] | -20%[87.6 µM] | 0%[88.5 µM] | ? | 1
- COc1ccccc1OCCn1c(NC(=O)c2ccccc2)nc2ccccc21
  . | 3% | . | 10% | . | . | -6
- Cc1cc(=O)n(CC(=O)Nc2ccc(C)c(Cl)c2)c(N2CCOCC2)n1
  ? | -17% | -2% | 0% | 3% | ? | 17
- CCc1cc(=O)n(CC(=O)Nc2cc(Cl)ccc2OC)c(N2CCOCC2)n1
  ? | 5% | 14% | -19% | -8% | ? | 16
- CC(C)NC(=O)N(C1CC1)C1CCOC2(CCN(C(=O)NCc3ccc(F)cc3)CC2)C1 (centres undefined)
  -14% | 12% | 3% | -8% | i | -30% | 5
- COc1ccccc1N1CCN(C(=O)C2CCN(S(=O)(=O)c3c(C)noc3/C=C/c3ccc(C)cc3)CC2)CC1
  . | -10% | . | -19% | . | . | 29
- Cc1cc(-c2ccnc(-c3nnc(C)n3-c3ccccc3)c2)ccn1
  45µM* | -13%[87.6 µM] | -14%[172 µM] | ? | 5%[88.5 µM] | 25µM* | 7
- CNS(=O)(=O)c1cn(CC(=O)N2CCN(c3ccccc3OC)CC2)cc1S(=O)(=O)NC
  . | 1% | . | -15% | . | . | -10
- COc1ccc(-c2cn(C)c(=O)n3cc(COc4ccc(Cl)cc4)nc23)c(C)c1
  ? | -14%[87.6 µM] | -2%[172 µM] | -32%[87.6 µM] | 2%[88.5 µM] | 10µM* | -13
- O=C1C[C@@H]2CCN(C(=O)c3ccccc3)C[C@@H]2CCN1CCN1CCOCC1
  -1%[172 µM] | -5%[87.6 µM] | 11%[172 µM] | -7%[87.6 µM] | -7%[88.5 µM] | -12%[138 µM] | 16
- CCc1noc(-c2nc(-c3cc(OC)c(OC)c(OC)c3)no2)n1
  8% | 4% | 1% | -11% | -3% | 1% | -19
- CCc1nn(CCCC(=O)N2CCN(c3cccc(OC)c3)CC2)c(=O)c2cc3occc3n12
  . | 12% | . | 32%[activator] | . | . | -4
- O=C(CC(c1ccccc1)c1ccc(Cl)cc1)N1CCC(CO)CC1 (centres undefined)
  ? | -11% | -2% | -23% | i | -20% | -12
- C[C@H](O)C(=O)Nc1c(I)c(C(=O)NC(CO)CO)c(I)c(C(=O)NC(CO)CO)c1I
  . | -3%[23.9 µM] | . | -33%[25.6 µM] | i | . | 4
- CCN1C(=O)C2CC3(CCN(C(=O)C4CCCCC4)CC3)CN2C1=O (centres undefined)
  ? | 4% | 0% | -5% | -2% | -15% | -6
- COC(=O)CC(=O)CSc1nc2cc(C(=O)NC(C)C)ccc2c(=O)n1CCc1ccccc1
  . | -19% | . | -16% | . | . | 3
- COC(=O)c1ccc2nc(C[C@@H]3C[C@@H](C(C)C)[C@H](CNC(=O)CN(C)C)C=C3C)[nH]c2c1
  35µM* | -16% | 14% | 7% | -3% | ? | 3
- Cc1ccc(Cn2c(CNS(=O)(=O)c3cccc([N+](=O)[O-])c3)nc3cccnc32)cc1
  . | -3% | . | ? | . | . | -2
- COc1ccc(C(=O)N[C@@H]2C=C(C(=O)N[C@H](CC(C)C)C(N)=O)C[C@@H](O)[C@@H]2O)cc1
  -3%[172 µM] | 4%[87.6 µM] | -4%[172 µM] | 21%[87.6 µM] | i | -2%[138 µM] | 20
- Cc1ccc(OCc2nc(C3CCCN3C(=O)CCn3nc(C)cc3C)no2)cc1 (centres undefined)
  ? | -1% | -3% | 1% | -25% | -32% | 19
- CC(C)CN1CC2(CCN(C(=O)c3conc3-c3ccccc3)CC2)CC1=O
  4% | -5% | 0% | -27% | 2% | -2% | 19
- COc1ccc(CNC(=O)c2ccc3nc(CCc4ccccc4)oc3c2)cc1
  . | -10% | . | 33%[activator] | . | . | 21
- O=S(=O)(NCCS(=O)(=O)N1CCN(c2ccccc2)CC1)c1ccccc1
  . | 6% | . | -5% | . | . | 8
- Cc1ccc(C(=O)Nc2ccc(S(=O)(=O)N(Cc3ccccc3)c3ccccc3)cc2)cc1
  . | -9% | . | -34% | . | . | -14
- O=C(c1ccc2c(c1)OCO2)N1CCCCC1c1nnc2n1CCNC2 (centres undefined)
  3% | -11% | . | -17% | -8% | -14% | 32
- CC(Oc1ccccc1)C(=O)Nc1ccccc1C(=O)OCc1cc(=O)n2nc(C3CC3)sc2n1 (centres undefined)
  . | 1% | . | -2% | . | . | -27*
- CC(=C(CCOC(=O)C(C)C)SSC(CCOC(=O)C(C)C)=C(C)N(C=O)Cc1cnc(C)nc1N)N(C=O)Cc1cnc(C)nc1N
  . | -1%[23.9 µM] | . | 0%[25.6 µM] | 0% | . | -3
- NC12CC3CC(CC(C3)C1)C2
  . | 5% | . | 23% | 0%&0%&1% | . | 6
- CCC(=O)N(C1CCOCC1)C1CCN(Cc2cccc(Cl)c2F)CC1
  -8% | -1% | 3% | -25% | 0% | -21% | -9
- O=C(NCCCn1cccn1)C1CCN(C(=O)N2CC3CC(C2)[C@H]2CCCC(=O)N2C3)CC1 (some centres undefined)
  -1% | 14% | -9% | -2% | -9% | 5% | 27
- COc1ccc(OC)c(NC(=O)C2Cn3cccc3C(=O)N2)c1 (centres undefined)
  -4% | 1% | 0% | 0% | -7% | -15% | -13
- OC[C@H]1O[C@@H](O[C@@H]2[C@@H](CO)O[C@](O)(CO)[C@H]2O)[C@H](O)[C@@H](O)[C@H]1O
  . | 72%[23.9 µM] | . | 4%[25.6 µM] | i | . | -13
- COc1ccc2c(c1)sc1ncc(C(=O)NCc3ccccc3F)c(=O)n12
  . | 5% | . | ? | . | . | 6
- CCCN1C(=O)CCc2cc(NS(=O)(=O)c3cn(C)c(C)n3)ccc21
  i | 4% | 7% | 11% | i | 2% | -9
- Cc1ccc(CSc2nc3cc(C(=O)NC4CCCC4)ccc3c(=O)n2Cc2ccccc2)cc1
  . | -6% | . | -2% | . | . | -9
- COCCOCC(=O)N1CCC2(CC1)CC(N(C(=O)c1ccccc1)C1CC1)CCO2 (centres undefined)
  -23% | 4% | 2% | -15% | i | -17% | 2
- Cc1cccc(NC(=O)CSc2ncc3c(n2)-c2cc(Cl)ccc2N(C)S3(=O)=O)c1C
  . | -3% | . | -9% | . | . | 51
- Cc1ccc(C)c(N2CCN(C(c3ccc(F)cc3)c3nnc(-c4ccccc4)o3)CC2)c1 (centres undefined)
  . | 3% | . | -18% | . | . | -4
- CN(Cc1ccsc1)CC1(O)CCCN(CCCc2ccccc2)C1=O (centres undefined)
  ? | 3% | -1% | 12% | i | -15% | -5
- Cc1ccc(C)c(CN2C(=O)C3(c4ccccc42)N(c2cccc(C(F)(F)F)c2)C(=O)CS3(=O)=O)c1 (centres undefined)
  . | -7% | . | 7% | . | . | -3
- CCCNC(=O)C[C@@H]1CCN(C(=O)c2cccnc2)C[C@@H]1CC
  1%[172 µM] | 4%[87.6 µM] | 3%[172 µM] | 28%[87.6 µM] | 0%[88.5 µM] | 2%[174 µM] | 11
- COc1ccc(CN2CCC3(CC2)CC(C(C)C)=NO3)cc1
  ? | -8%[87.6 µM] | -6%[172 µM] | 7%[87.6 µM] | ? | ? | 9
- COc1cc(CNC2CCC(O)CC2)ccc1OCC(O)CN1CCSCC1 (centres undefined)
  4% | -11% | -6% | -7% | -6% | 2% | -1
- O=C(c1ccccc1)N1CCC(Cc2noc(C3CC3)n2)C1 (centres undefined)
  -19% | -1% | -5% | -15% | i | -5% | 5
- N#Cc1cccc(S(=O)(=O)N[C@H]2[C@H](O)[C@H](O)C[C@@H]2c2ccc(C(F)(F)F)cc2)c1
  -15%[172 µM] | 1%[87.6 µM] | 0%[172 µM] | 3%[87.6 µM] | -4%[88.5 µM] | -5%[138 µM] | 6
- O=C(N[C@@H]1CCC[C@@H]1C(=O)NCCc1ccc(Cl)cc1)c1ccncc1
  -23% | 8% | -5% | 2% | -11% | -26% | 17
- Cc1ccc(C)c(C(=O)N2CC[C@@H]3CN(S(C)(=O)=O)[C@@H]3C2)c1
  i | -4%[12.5 µM] | -4% | 2% | -12% | i | 15
- O=C(NCCc1cccnc1)C1CCCN(C2CCOCC2)C1 (centres undefined)
  -1% | 10% | -4% | -6% | 3% | 3% | 7
- CC(=O)Nc1ccc(CN2C[C@@H](F)[C@@H](OCc3nc4ccccc4n3C)C2)cc1
  -18%[172 µM] | 0%[87.6 µM] | 2%[172 µM] | 9%[87.6 µM] | i | ? | -10
- CN1CCN(CCCNC(=O)Cn2c(-c3cccs3)cc3ccccc32)CC1
  . | -29% | . | 10% | . | . | -5
- CNC(=O)[C@@H]1CN(C(=O)CC2CCCC2)C[C@H]1COC
  -8% | 6% | 2% | -4% | i | 0% | 7
- NC(=O)[C@@H]1CN(C(=O)c2ccncn2)C[C@H]1COc1ccccc1
  ? | 5% | 8% | -4% | 4% | 1% | 0
- Cc1noc(C2CCCCCN2C(=O)c2ccco2)n1 (centres undefined)
  -1% | -2% | -3% | -14% | i | -5% | 14
- O=C(NCc1cccs1)c1csc(N2CCN(c3ccc(F)cc3)CC2)n1
  32µM* | -12% | 4% | ? | i | ? | -6
- COc1ccc(CNC(=O)[C@H]2O[C@H](CCN3CCCC3)CC[C@@H]2O)cc1
  -6%[172 µM] | -1%[87.6 µM] | 13%[172 µM] | 5%[87.6 µM] | -3%[88.5 µM] | -18%[138 µM] | 10
- CC(C)N[C@H]1C[C@@H](Cc2cc(-c3ccccc3)on2)C1(C)C
  63µM* | -16%[87.6 µM] | ? | 101%[activator][87.6 µM] | -3%[88.5 µM] | 63µM* | 16
- O=c1cc(-c2ccccc2)n2c(SCc3cccc([N+](=O)[O-])c3)nnc2[nH]1
  . | 14% | . | 25% | . | . | -2
- COc1ccc(CN2C(=O)[C@@H]3C[C@@H](O)CN3C3(CN(Cc4ccccn4)C3)C2=O)cc1
  2%[172 µM] | 0%[87.6 µM] | -1%[172 µM] | -3%[87.6 µM] | -4%[88.5 µM] | -7%[174 µM] | -10
- COc1ccc(NC(=O)CSc2c3c(nc4ccc(Cl)cc24)CCCC3)cc1Cl
  . | 6% | . | 28% | . | . | -11
- CCN1CCCC(c2nc3ccc(F)cc3c(=O)[nH]2)C1 (centres undefined)
  -1%&-18%[172 µM] | 1%&10%[87.6 µM] | -2%[172 µM] | 1%&9%[87.6 µM] | i | -9%&-16%[138 µM] | 16&-3

Screening results as filed in PubChem.

Only part of the results is shown. The share of hits here may be higher or lower than overall.
